IL1B NFkB pot = enhances IL-1B driven NFkB nuclear translocation. HUVEC IL-1B NFkB p65 nuclear translocation imaging. activation, % at 2 µM. 94,000 compounds, 0.3% hits. AID 819;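 active means activation above 40%, about the mean plus 3 SD, also judged a hit on visual image review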;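 further: percent activation is computed from the nuclear over cytoplasmic p65 intensity ratio; values of inactives mirror those of a sister screen read the other way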
Bcl-B displacement = displacers of TR3 peptide from Bcl-B, primary screen, selectivity assay for Bfl-1 inhibitor project, biochemical, fluorescence polarization. FP displacement of FITC-TR3 peptide from Bcl-B; higher % means a stronger effect. displacement, % at 20 µM; hits with a dose series show IC50 in µM. 96,000 compounds, 0.11% hits;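 active means displacement above 50% at 20 µM plus a fluorescence interference ratio under 1.5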;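 further: plate controls were wells without compound for no effect and wells lacking Bcl-B protein for full effect; a part of the inactive calls stands beside numbers as strong as those of hits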
IL1B NFkB inh = blocks IL-1B driven NFkB nuclear translocation in HUVEC cells | HUVEC IL-1B NFkB p65 nuclear translocation imaging | inhibition, % at 2 µM | 94,000 compounds, 0.43% hits | AID 796;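 active means inhibition above about 30% together with a positive call from visual inspection of the well image, limit read from the data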;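 further: nuclear over cytoplasmic p65 intensity ratio measured by imaging; 0% = IL-1B stimulated DMSO wells and 100% = unstimulated DMSO wells; values of inactives mirror those of a sister screen read the other way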
MRP reversal = compounds reversing MRP-mediated drug resistance. H69AR cells + 2 uM doxorubicin, CellTiter-Glo, 72 h. differential viability (reversal), % at 10 µM. 85,000 compounds, 0.04% hits. AID 602;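 active means viability drop by adding the cancer drug above about 55%, with treated viability meeting a 40% cutoff, limit read from the data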;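 further: viability without doxorubicin minus viability with 2 µM doxorubicin for each compound; larger differential means the compound sensitizes cells more to doxorubicin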
PLAP inhibition = inhibition of human placental alkaline phosphatase – biochemical, luminescence, HTS (AID 690) | purified PLAP, luminescent substrate; higher % means a stronger effect | one-dose inhibition, % at 20 µM; IC50 in µM for titrated hits | 96,000 compounds, 0.08% hits; in the data active means a potency from the dose series; inactive means the rest, 99 in 100 with inhibition below about 30%; further: strong numbers were not always called active
MRP reversal cytotoxicity = also measured in MRP reversal; calls as there; viability, %; H69AR cells, CellTiter-Glo, 72 h; measured here: cytotoxicity without doxorubicin
MRP reversal with doxorubicin = also measured in MRP reversal; calls as there; viability, %; measured here: viability with 2 uM doxorubicin; hits give low values
IL1B NFkB inh cell count 2 µM = further read-out of IL1B NFkB inh, marked with its call; cell count; measured here: cells passing quality filter;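 raw number of nuclei counted in each imaged well without normalization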
IL1B NFkB pot cell count 2 µM = further read-out of IL1B NFkB pot, marked with its call; cell count; measured here: cells passing quality filter
Starred values were filed as active, the others as inactive; . = not tested or not shown.

Molecule	IL1B NFkB pot	IL1B NFkB pot cell count 2 µM	Bcl-B displacement	IL1B NFkB inh	IL1B NFkB inh cell count 2 µM	MRP reversal	MRP reversal cytotoxicity	MRP reversal with doxorubicin	PLAP inhibition
Cc1cc(CN2CCCCC2)oc1C(=O)O	-2	161	4%	2	161	.	.	.	4%
Cc1cccc(CC(=O)Nc2c3c(nn2-c2cccc(Cl)c2)CS(=O)C3)c1 (stereo not drawn)	12	114	.	-12	114	7	88	82	.
Cc1noc(C)c1COC(=O)c1ccc2ccccc2n1	-5	101	0%	6	101	12	104	92	-19%
Cn1c(=NC(=O)CN2C(=O)C3CC=CCC3C2=O)sc2ccccc21 (stereo not drawn)	0	186	6%	0	186	-4	78	82	-33%
Cc1cc2nc(C)n(CCCNC(=O)Nc3ccccc3)c2cc1C	23	173	5%	-23	173	8	92	84	-206%
COc1ccc(CN2CCN(C(=O)c3cccs3)CC2)cc1	-2	143	-4%	2	143	5	91	86	-6%
Cc1cc(NC2CCCCC2)nc(N2CCOCC2)n1	3	202	13%	-3	202	10	94	84	-11%
Cc1nc(C)c(C(=O)OCC(=O)N2CCN(c3ccccc3)CC2)s1	11	168	-2%	-11	168	32	99	67	-48%
Cc1cc(C)c2cc(CN(Cc3ccco3)C(=O)NCc3ccccc3)c(=O)[nH]c2c1	.	.	1%	.	.	7	61	53	-20%
COC(=O)c1cccc(NC(=O)c2ccc3c(c2)C(=O)N(CC2CCCO2)C3=O)c1 (stereo not drawn)	1	155	1%	-1	155	4	75	70	-3%
COC(=O)Nc1ccc(S(=O)(=O)N(CCO)CC(F)(F)C(F)F)cc1	5	185	-5%	-5	185	4	95	91	18%
CC(=O)c1nn(-c2cccc(Br)c2)cc1C(=O)c1ccccc1	-3	205	-10%	3	205	.	.	.	16%
CC(C)(SC(=S)N1CCOCC1)C(=O)O	7	171	8%	-7	171	-12	89	102	3%
Cc1cc(O)c(NC(=O)c2ccc(Br)o2)cc1C	5	175	-7%	-5	175	-13	53	66	-39%
COc1cccc(N=C2SC(C(=O)Nc3ccc(F)cc3)CC(=O)N2C)c1 (stereo not drawn)	4	118	-2%	-4	118	-20	70	90	4%
CC(=O)c1cc(-c2ccccc2)n(CC(=O)NC2CCCC2)c1C	-1	147	3%	1	147	9	97	88	3%
O=C(NNc1ccc([N+](=O)[O-])cc1)C1CC2CCCC(C1)C2=O (stereo not drawn)	10	143	-2%	-12	147	.	.	.	11%
Cc1cccc(OCC(=O)NNC(=O)CSc2ncc(C#N)c(N)n2)c1	8	133	-18%	-8	133	.	.	.	-101%
C=CCN1C(=O)CS/C1=N/c1nccs1	30	120	2%	-30	120	-3	82	85	-4%
COc1cccc(/C(O)=C2/C(=O)C(=O)N(CCCN(C)C)C2c2cccc(Cl)c2)c1 (stereo not drawn)	.	.	-7%	.	.	-8	97	105	-47%
O=C(O)CNC(=O)c1ccc2c(c1)OCCO2	35	121	1%	-35	121	-9	94	103	10%
CCN1CCN(CC(=O)c2c(C)n(C)c3ccc(OC)cc23)CC1	-10	204	16%	10	204	.	.	.	8%
Cc1ccccc1OCC(=O)NNC(=O)c1ccc(-c2ccccc2)cc1	-4	86	-4%	4	86	.	.	.	-6%
Cc1ccccc1-n1c(=O)cc(N2CCc3ccccc32)[nH]c1=O	-15	179	1%	15	179	3	87	84	-20%
COc1cc(NC(=O)c2cc(-c3cccnc3)nc3ccc(C)cc23)c(OC)cc1Cl	0	133	-1%	0	133	.	.	.	9%

Brought forward from above: 2 entries; new compounds follow.
Molecule	IL1B NFkB pot	IL1B NFkB pot cell count 2 µM	Bcl-B displacement	IL1B NFkB inh	IL1B NFkB inh cell count 2 µM	MRP reversal	MRP reversal cytotoxicity	MRP reversal with doxorubicin	PLAP inhibition
Cc1ccccc1-n1c(=O)cc(N2CCc3ccccc32)[nH]c1=O	-15	179	1%	15	179	3	87	84	-20%
COc1cc(NC(=O)c2cc(-c3cccnc3)nc3ccc(C)cc23)c(OC)cc1Cl	0	133	-1%	0	133	.	.	.	9%
O=S(=O)(c1ccc(N2CCCC2c2nc3ccccc3s2)nc1)N1CCOCC1 (stereo not drawn)	-4	195	-55%	4	195	2	23	21	-51%
CCOC(=O)C1=C(C)NC(=O)C(C#N)C1c1ccco1 (stereo not drawn)	7	138	-1%	-7	138	7	100	93	-38%
COc1ccc(CNC(=O)CCCn2c(SCC#N)nc3cc4c(cc3c2=O)OCO4)cc1	8	171	-2%	-8	171	.	.	.	22%
O=C(CSc1nnc(-c2cnccn2)n1Cc1ccco1)c1ccccc1	0	90	-11%	0	90	.	.	.	14%
FCCCOc1ccc(-c2nccc(-c3ccc(Br)cc3)n2)cc1	5	110	-2%	-5	110	.	.	.	-2%
O=[N+]([O-])C1=C(Nc2cccc3ccccc23)CS(=O)(=O)C1	.	.	-6%	.	.	16	99	83	2%
CCOC(=O)C(OC(=O)c1sc(=S)n(C)c1C)C(C)=O (stereo not drawn)	6	140	-4%	-6	140	2	94	93	-61%
O=C(c1cccs1)[C@@H]1[C@@H]2C(=O)N(Cc3ccc4c(c3)OCO4)C(=O)[C@@H]2C2c3ccccc3C=CN21 (stereo partly drawn)	11	159	-12%	-11	159	.	.	.	-29%
O=C(CC1NCCNC1=O)Nc1ccc(Oc2ccccc2)cc1 (stereo not drawn)	-2	101	0%	2	101	-5	88	94	2%
COc1ccc(OC)c(NC(=O)CSCc2cnn(-c3ccccc3)c2-n2cccc2)c1	3	61	0%	-3	61	-2	65	66	-32%
COc1cccc(S(=O)(=O)NCc2ccc(C(=O)NCC3CCCO3)cc2)c1 (stereo not drawn)	-1	129	-4%	1	129	9	100	92	-7%
Cc1ccc(S(=O)(=O)n2nc(C)c(Br)c2C)c(C)c1C	34	170	-1%	-34	170	.	.	.	0%
CCCn1c(=S)[nH]c2cc(C(=O)N3CCN(c4ccccc4OC)CC3)ccc2c1=O	-5	69	.	5	69	15	70	55	.
CC(NC(=O)c1ccc(F)cc1)c1ccccc1 (stereo not drawn)	1	107	6%	-1	107	.	.	.	-3%
CC(C)(C)c1ccc(S(=O)(=O)N2CCC(c3nc4ccc(Cl)cc4[nH]3)CC2)cc1	13	109	.	-13	109	16	35	18	.
CCC(CO)NC(=O)c1cc2c(s1)CCC2 (stereo not drawn)	2	176	0%	-2	176	.	.	.	16%
CC1(C)N=C(c2cccc(F)c2)C(=O)N1	6	104	-17%	-6	104	5	100	95	14%
COc1ccc(-c2cc3c(=O)n(CC(=O)NC4CCN(Cc5ccccc5)CC4)ncn3n2)cc1	10	107	-9%	-10	107	-7	53	60	17%
CCN1C(=O)CC(N2CCN(c3ccc(C(=O)c4ccccc4)cc3)CC2)C1=O (stereo not drawn)	0	153	-3%	0	153	8	87	80	-60%
CCc1c(C(=O)NCCc2ccc(OC)c(OC)c2)[nH]c(C)c1C(C)=O	23	129	-5%	-23	129	3	82	79	24%
c1csc(C(c2nnnn2C2CCCC2)N2CCCC3(CCCCC3)C2)c1 (stereo not drawn)	-7	157	-12%	7	157	21	79	58	-7%
CNC(=S)N/N=C/c1ccc(C(C)C)cc1	-16	168	.	16	168	.	.	.	.
CCc1ccc2oc(C(=O)NCc3ccncc3)c(C)c2c1	3	138	.	-4	138	11	90	79	.
CC12CN3CC(C)(CN(C1)C3c1ccccc1Cl)C2O (stereo not drawn)	13	160	.	-13	160	.	.	.	.
CC(Nc1ccccc1)C(=O)Nc1ccc(F)cc1 (stereo not drawn)	20	155	32%	-20	155	.	.	.	-4%
COc1ccc(Oc2nc3c(c(=O)n(C)c(=O)n3C)n2Cc2ccccc2)cc1	30	168	16%	-30	168	0	83	83	-3%
CCCCC1(C)Cc2ccccc2C(=S)N1 (stereo not drawn)	12	139	3%	-12	139	.	.	.	7%
COC(=O)CN1C(=O)C(O)(CC(=O)c2cccc(Br)c2)c2ccccc21 (stereo not drawn)	-6	172	-21%	6	172	-34	49	82	4%
COC(=O)c1cc(NC(=O)c2ccc(Cn3cc(Cl)cn3)o2)cc(C(=O)OC)c1	5	110	-4%	-5	110	-1	3	3	-15%
O=C1CC(c2ccc3c(c2)OCO3)c2cc3c(cc2N1)OCO3 (stereo not drawn)	2	74	-2%	-2	74	3	70	67	4%
Cc1[nH]ccc(=O)c1OCc1ccc(Cl)cc1	-6	141	-2%	6	141	.	.	.	8%
Clc1ccc(-n2cnnn2)cc1	3	157	-5%	-3	157	-4	92	96	15%
CC(OC(=O)C1CC=CCC1C(N)=O)C(Cl)=C(Cl)Cl (stereo not drawn)	0	140	-2%	0	140	-10	78	88	4%
Cn1c(NCc2ccco2)nc2c1c(=O)n(Cc1ccc(Cl)c(Cl)c1)c(=O)n2C	.	.	-10%	.	.	13	79	67	-39%
CCC(C)[C@H](NC(=O)NCc1ccccc1)C(=O)O (stereo partly drawn)	10	87	-1%	-10	87	6	97	91	-11%
CCc1ccc(N2C(=O)/C(=C/c3cccs3)N(CC(=O)OC)C2=S)cc1	3	177	-11%	-2	177	.	.	.	23%
Cn1c(=O)c2nnn(/N=C(\c3ccccc3)C3CC3)c2n(C)c1=O	11	134	1%	-11	134	-1	99	99	-3%
C=CCN1C(=O)CSc2ccc(C(=O)OCC)cc21	2	92	-13%	-2	92	.	.	.	3%
O=C(NCCN1CCCC1)c1cc(-c2ccncc2)nc2ccc(S(=O)(=O)N3CCOCC3)cc12	.	.	-8%	.	.	.	.	.	-35%
CN(CC(=O)O/N=C(\N)c1ccc([N+](=O)[O-])cc1)S(=O)(=O)c1ccccc1	50*	202*	3%	-50	202	9	92	82	31%
CCOC(=O)CN1N=C(/C=C/c2ccc(C)cc2)CCC1=O	4	112	-3%	-4	112	.	.	.	-5%
CCCC(=O)Nc1cc(-c2cn3cccnc3n2)ccc1OC	0	132	-10%	0	132	.	.	.	10%
COc1cc(-c2ncc3ccccn23)cc(OC)c1OC	20	163	6%	-20	163	.	.	.	11%
COCCn1c(-c2cccs2)nc2c(c(=O)c3ccccc3n2C)c1=O	1	139	10%	-1	139	.	.	.	4%
Cc1ccc(C(=O)OCC(=O)N2CCc3ccccc32)cc1	-1	150	6%	1	150	3	94	90	-9%
Cc1cc(C)n2nc(SCc3cc(=O)oc4cc(C)c(C)cc34)nc2n1	26	204	2%	-26	204	-3	71	73	-31%
O=C(c1ccccc1)n1ccc2ccccc21	.	.	5%	.	.	-8	101	109	-8%
CC1CCc2sc3nc(N4CCN(CCO)CC4)n4ncnc4c3c2C1 (stereo not drawn)	.	.	2%	.	.	-38	33	71	-65%
CCC(C)NC(=O)CSc1nnc(-c2cc(-c3cccs3)nc3ccccc23)o1 (stereo not drawn)	-11	184	-6%	11	184	-10	69	79	-49%
CCOc1ccc(-n2c(SC(C)C(=O)OC)nc3c(c2=O)SCC3)cc1 (stereo not drawn)	-5	142	.	5	142	.	.	.	.
Cc1cc(C(=O)Nc2nc3ccc(S(C)(=O)=O)cc3s2)c(C)o1	-14	110	-3%	14	110	-13	51	64	13%

Whole records as entered above. Order of screens: IL1B NFkB pot, IL1B NFkB pot cell count 2 µM, Bcl-B displacement, IL1B NFkB inh, IL1B NFkB inh cell count 2 µM, MRP reversal, MRP reversal cytotoxicity, MRP reversal with doxorubicin, PLAP inhibition
Entry for CN(CC(=O)O/N=C(\N)c1ccc([N+](=O)[O-])cc1)S(=O)(=O)c1ccccc1 : 50*, 202*, 3%, -50, 202, 9, 92, 82, 31%
Entry for CC1CCc2sc3nc(N4CCN(CCO)CC4)n4ncnc4c3c2C1 (stereo not drawn) : ., ., 2%, ., ., -38, 33, 71, -65%
Entry for CCC(C)NC(=O)CSc1nnc(-c2cc(-c3cccs3)nc3ccccc23)o1 (stereo not drawn) : -11, 184, -6%, 11, 184, -10, 69, 79, -49%
Entry for CCC(C)[C@H](NC(=O)NCc1ccccc1)C(=O)O (stereo partly drawn) : 10, 87, -1%, -10, 87, 6, 97, 91, -11%

This is a subset; count on the stated rates, not on these rows.
